CSN inh: inhibitors of human CSN-mediated cullin deneddylation; Purified CSN, SCF-Nedd8-OG deneddylation, fluorescence polarization; inhibition, % at 12.5 µM; hit rate 0.38% among 360,000; AID 651999;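 active means pattern-corrected inhibition above about 35%, with an unprinted fluorescence ratio check between 0.5 and 1.5, limit read from the data, passing the limit was not always enough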;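 further: 0% = enzyme with substrate and 100% = substrate without enzyme; some results filed as inactive read as strong as hits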
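Detection – fluorescence polarization · System – HEK293T-derived human Csn5 enzyme · Controls – substrate-only high control, full reaction low control · Timing – 90 min, room temperature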
MsrA inhibitor: inhibits bovine methionine sulfoxide reductase A; purified bovine MsrA, absorbance read-out; inhibition, % at 15.5 µM; hit rate 0.75% among 360,000; in the data active means inhibition above about 4.5%;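 further: 0% = vehicle wells with enzyme and 100% = reference inhibitor wells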
MsrA act: activates bovine MsrA enzyme. purified bovine MsrA, absorbance read-out. activation, % at 10.6 µM. hit rate 0.3% among 360,000; in the data active means activation above about 7.5%;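 further: 0% = vehicle and 100% = reference activator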
Rin1-Abl PPI inh: blocks binding of human Rin1 to Abl | P00519+Q13671 | TR-FRET Rin1/Abl binding, biochemical | inhibition, % at 7.35 µM | hit rate 0.4% among 360,000 | AID 588664; in the data active means inhibition above about 5%, passing the limit was not always enough
FAS TE block: inhibitors of human fatty acid synthase thioesterase domain; recombinant FAS-TE, OMFH fluorogenic substrate, fluorescence endpoint; inhibition, % at 15 µM; hit rate 0.67% among 360,000; AID 602261;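 active means compounds whose normalised, plate-corrected inhibition of enzyme fluorescence in the single-dose primary screen is 50% or more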;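 further: 0% = DMSO with enzyme and 100% = substrate without enzyme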
PABP1 MLLE inh: inhibitors of microRNA-mediated deadenylation, human PABP1 MLLE binding; P11940; hit rate 0.36% among 360,000; AID 588489; inhibition, % at 20 µM; GST-MLLE / FITC-PAM2 fluorescence polarization; in the data active means inhibition above about 35%, passing the limit was not always enough;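 further: plate controls were DMSO wells with GST-MLLE for no effect and wells lacking GST-MLLE protein for full effect; some results filed as inactive read as strong as hits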
MT1-MMP act inh: inhibitors of human MT1-MMP activation | P50281 | HT1080 RFP-PRO-GFP cells, GFP/RFP ratio fluorescence, overnight; percent of plate control window, DMSO zero | GFP/RFP ratio change, % at 20 µM | hit rate 0.061% among 360,000 | AID 651647;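 active means GFP/RFP ratio change of at least 30% with cell ATP level not reduced by more than half and red fluorescence within 50% of control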; further: strong numbers were not always called active
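Compound: 20 µM single dose, 1% DMSO / System: HT1080 RFP-PRO-GFP cells / Controls: DMSO and RFP-L50D-GFP cell wells / Read-out basis: GFP/RFP fluorescence ratio / Schedule: overnight compound exposure at 37 °C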
eLon inh: inhibits E. coli Lon protease. inhibition, % at 7.94 µM. hit rate 0.42% among 360,000. purified E. coli Lon protease, fluorescence polarization; in the data active means inhibition above about 13%, passing the limit was not always enough;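 further: 0% = enzyme with probe and DMSO and 100% = no enzyme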
Target sequence (P0A9M0 whole entry, looked up): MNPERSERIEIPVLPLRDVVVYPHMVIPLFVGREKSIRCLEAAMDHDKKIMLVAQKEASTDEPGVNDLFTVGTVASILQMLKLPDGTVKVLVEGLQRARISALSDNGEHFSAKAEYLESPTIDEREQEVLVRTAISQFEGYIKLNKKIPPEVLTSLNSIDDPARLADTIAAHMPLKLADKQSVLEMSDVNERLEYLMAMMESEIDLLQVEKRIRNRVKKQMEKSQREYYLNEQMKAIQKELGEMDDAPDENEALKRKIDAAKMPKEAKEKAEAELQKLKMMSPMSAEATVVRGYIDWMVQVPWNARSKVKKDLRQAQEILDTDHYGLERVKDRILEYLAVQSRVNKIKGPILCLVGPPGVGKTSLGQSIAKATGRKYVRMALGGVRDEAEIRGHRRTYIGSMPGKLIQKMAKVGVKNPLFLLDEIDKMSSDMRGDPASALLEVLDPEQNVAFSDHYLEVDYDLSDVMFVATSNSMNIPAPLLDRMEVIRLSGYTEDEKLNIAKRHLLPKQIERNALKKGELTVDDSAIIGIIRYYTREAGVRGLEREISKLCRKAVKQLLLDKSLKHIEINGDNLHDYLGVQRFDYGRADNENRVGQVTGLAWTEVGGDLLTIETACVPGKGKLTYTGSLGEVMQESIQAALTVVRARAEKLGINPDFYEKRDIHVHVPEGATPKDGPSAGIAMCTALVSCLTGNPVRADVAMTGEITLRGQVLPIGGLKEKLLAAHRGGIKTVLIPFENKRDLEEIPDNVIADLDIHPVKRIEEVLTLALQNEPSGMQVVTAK
Rpn11 inh: blocks the human proteasome subunit Rpn11; human 26S proteasome, Ub4-pepOG fluorescence polarization; 20S core pre-blocked with epoxomicin; calls only at 20 µM; hit rate 0.59% among 360,000;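 active means inhibition at 20 µM, scaled to each plate's controls, above about 33%, limit read from the data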
Target sequence (O00487 whole entry, looked up): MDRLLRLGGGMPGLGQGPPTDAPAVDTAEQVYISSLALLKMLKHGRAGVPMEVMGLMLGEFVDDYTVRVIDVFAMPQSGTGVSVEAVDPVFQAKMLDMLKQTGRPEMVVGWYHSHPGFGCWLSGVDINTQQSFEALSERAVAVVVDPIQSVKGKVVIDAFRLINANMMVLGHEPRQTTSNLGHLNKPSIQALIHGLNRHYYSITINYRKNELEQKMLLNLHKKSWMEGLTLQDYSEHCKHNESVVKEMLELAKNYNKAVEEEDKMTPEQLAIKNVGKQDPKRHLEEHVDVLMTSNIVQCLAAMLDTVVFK
* = called active by the depositor; i = inactive; x = no result given.

SMILES | CSN inh | MsrA inhibitor | MsrA act | Rin1-Abl PPI inh | FAS TE block | PABP1 MLLE inh | MT1-MMP act inh | eLon inh | Rpn11 inh
COc1ccc(CNC(=S)NCc2ccc(OC(C)C)cc2)cc1 | 3 | 0.2 | -5 | 3 | -4 | -93 | -1 | -4 | i
Cc1ccc(NC(=O)/C=C/c2cccc([N+](=O)[O-])c2)nc1 | 0 | -0.5 | -1 | 4 | -6 | -2 | 0 | -3 | i
CC(C)c1nnc(NC(=O)CCC(=O)Nc2ccc3cn[nH]c3c2)s1 | -5 | 0.6 | -3 | 4 | -6 | 2 | -2 | -3 | i
COc1ccc(S(=O)(=O)N(C)c2ccccc2)c2cccnc12 | -1 | 1.5 | -1 | -1 | -15 | 3 | -11 | 2 | i
CCC1CCCCN1CCCNC(=O)c1ccc2c(c1)NC(=O)CS2 (stereo not given) | 5 | -0.7 | -4 | -1 | -12 | 8 | -1 | -5 | i
CC(C)(C)N1C(=O)Cc2c1nc(N)c1c(N)nc(N3CCCCC3CO)c(C#N)c21 (stereo not given) | 53* | x | 3 | 20* | 19 | -7 | -9 | 50* | i
CC1CCN(S(=O)(=O)c2ccc(C(=O)Nc3ccccn3)cc2)CC1 | 0 | 0.5 | -4 | -1 | -3 | 20 | -1 | 11 | i
O=C(Nc1ccc(F)cc1)NC1CCN(Cc2c(F)cccc2Cl)CC1 | 2 | -0.3 | -2 | 3 | 3 | 2 | 3 | 5 | i
Cc1cc(-c2ccco2)n2c(nc3ccccc32)c1C#N | 4 | 1.0 | -6 | -5 | 2 | 10 | -20 | -6 | i
CC[C@@]1(C(=O)OC)N[C@H](CN(C)C(=O)Nc2ccc(OC)cc2)[C@@H]2C(=O)N(Cc3ccccc3)C(=O)[C@@H]21 | 2 | 0.8 | -8 | 0 | -2 | -5 | 1 | -6 | i
O=C(CCSCCc1ccccn1)Nc1cccc([N+](=O)[O-])c1 | -2 | 0.2 | -7 | -1 | 19 | 18 | 6 | 2 | i
CCOc1ccc(NC(=S)N2CCC(c3nc4ccccc4[nH]3)CC2)cc1 | 0 | -0.4 | -2 | 4 | 4 | -98 | 5 | 1 | i
Fc1ccc(Cn2cccc2C2=NC(c3ccccc3)CO2)cc1 (stereo not given) | 3 | 0.1 | -12 | 0 | 12 | 8 | -2 | -6 | i
CC1(C(=O)NCc2ccccc2Br)CCN1Cc1ccccc1OC(F)F (stereo not given) | 4 | -0.5 | 1 | -2 | 21 | 4 | 3 | -8 | i
C=CCn1cnc2c(nnn2Cc2ccc(F)cc2)c1=O | -4 | 0.0 | -3 | -2 | -3 | -6 | 1 | 5 | i
C/C(=N\NC(=O)CC1N=C(Cc2ccccc2)NNC1=O)c1ccc(C)cc1 (stereo not given) | 2 | -0.9 | -10 | 2 | -8 | 8 | -3 | -9 | i
CCOC(=O)CC(c1ccc(N)cc1)n1c(C)ccc1C (stereo not given) | -1 | 1.9 | -4 | 0 | -6 | 8 | -2 | -8 | i
Cc1nc2ccccc2c2oc(C(=O)NCCN3CCCCC3C)cc12 (stereo not given) | 0 | -0.3 | -3 | -1 | -12 | -7 | 3 | -10 | i
COc1ccc(/C=C(/NC(=O)c2ccc([N+](=O)[O-])cc2)C(=O)NCCCN(C)C)cc1 | 4 | 1.2 | -4 | 0 | 71* | 6 | 0 | 1 | i
COc1ccc(CC(N)c2csc(NC(=O)c3cccs3)n2)cc1 (stereo not given) | 8 | 0.8 | -5 | 0 | -8 | -28 | -2 | -2 | i
CC(C)C1C(=O)N(Cc2cn(CCC3OCCO3)nn2)CCS(=O)(=O)N1Cc1ccc(-c2ccc(F)nc2)cc1 (stereo not given) | 5 | 0.2 | -1 | -2 | -1 | 10 | -3 | 8 | i
CC(CCc1ccccc1)NCC(O)c1ccc(O)c(C(N)=O)c1 (stereo not given) | -1 | -0.7 | 1 | 1 | 1 | 0 | 4 | 5 | i
COc1ccc(C(=O)Nc2nnc(SCC(=O)NC3CCCC3)s2)c(OC)c1 | 0 | -0.9 | -2 | -6 | -3 | -6 | -3 | 5 | i
CC(C)CCN(C(=S)Nc1cccc(F)c1)C(C)c1cccs1 (stereo not given) | 2 | -1.9 | -4 | 0 | 29 | -74 | 0 | -5 | i
COc1ccc(C2C(C#N)C(C#N)N3CCCN23)cc1 (stereo not given) | 2 | -0.1 | -7 | 0 | -14 | -4 | 0 | -10 | i
(more compounds)
SMILES | CSN inh | MsrA inhibitor | MsrA act | Rin1-Abl PPI inh | FAS TE block | PABP1 MLLE inh | MT1-MMP act inh | eLon inh | Rpn11 inh
Oc1c(Cl)cc(Cl)c(Cl)c1CN1CCOCC1 | -2 | 0.7 | -5 | 2 | -2 | 4 | -7 | -13 | i
O=C(COC(=O)c1ccc(Cl)nc1)NCCNC(=O)COC(=O)c1ccc(Cl)nc1 | -6 | -0.1 | 0 | 0 | -5 | -2 | 4 | -5 | i
CC1=C(C(N)=O)C(c2ccncc2)n2nc(-c3ccccc3Cl)nc2N1 (stereo not given) | -6 | -0.5 | -6 | 2 | -3 | 2 | 6 | 5 | i
CCOC(=O)c1c(Cc2ccc(Cl)cc2)c[nH]c1C | -1 | -1.3 | -4 | 6 | 14 | -16 | -6 | -1 | i
Cc1ccccc1C(=O)N1CCC(C(=O)Nc2ccccc2N2CCCC2)CC1 | -5 | 0.5 | -6 | 0 | -1 | 5 | 3 | 7 | i
Cc1ccc(C)c(C(=O)Nc2nc3ccccc3[nH]2)c1 | 0 | -1.9 | -2 | 3 | -4 | 5 | 7 | -4 | i
Cc1nn(Cc2ccccc2)c(C)c1C(=O)NCC(c1cccs1)N1CCOCC1 (stereo not given) | 0 | 1.0 | -2 | 0 | -4 | -8 | 2 | 6 | i
COc1ccc(Cl)cc1NC(=O)Cn1nnc(C(=O)NCc2ccc3c(c2)OCO3)c1N | 3 | 0.1 | -2 | 2 | -1 | -5 | 5 | 1 | i
CC(=O)c1cccc(S(=O)(=O)NCC(C)(C)N2CCOCC2)c1 | -3 | -0.1 | -2 | 1 | -7 | -9 | 4 | -3 | i
O=C(Cc1ccccc1)NCCc1ccc(Cl)cc1Cl | 1 | x | -3 | -5 | -13 | -16 | 1 | -5 | i
COc1cccc(NC(=O)N(C)C[C@H]2Oc3cc(C#Cc4ccncc4)ccc3S(=O)(=O)N([C@H](C)CO)C[C@H]2C)c1 | 6 | -0.7 | -1 | 2 | 48 | -92 | -2 | -5 | i
Cc1cc(CNC(=O)c2cc(COc3ccc(F)c(F)c3)on2)nn1C | 2 | -1.5 | -2 | -2 | -1 | 0 | 0 | 2 | i
N#Cc1cccc(NC(=O)COC(=O)c2ccccc2Sc2ccccc2C#N)c1 | -1 | 0.0 | 0 | -1 | 19 | 6 | 1 | -7 | i
O=C(CN(C(=O)CCC(=O)Nc1nccs1)c1ccc(F)cc1)NCCc1ccccc1 | 3 | 2.5 | -1 | 3 | 5 | -15 | -2 | -3 | i
CCOC(=O)c1cc2c(=O)n3ccccc3nc2n(Cc2ccco2)c1=NC(=O)c1cccc(OC)c1 | -5 | 0.4 | -3 | 2 | 8 | -35 | -6 | -39 | i
O=C(Cn1c(=O)n(CC2CCCO2)c(=O)c2ccccc21)c1ccccc1 (stereo not given) | 5 | -0.8 | -5 | -4 | -2 | 15 | 2 | 8 | i
CNC(=O)CSc1nnc(-c2ccco2)n1-c1cccc(OC)c1 | -2 | -0.1 | -3 | 0 | -3 | 1 | 0 | 2 | i
CN(C)S(=O)(=O)c1cccc(NC(=O)CCCSc2ccccc2)c1 | 4 | 0.4 | -3 | 0 | 14 | 2 | -2 | -7 | i
COc1ccc(NC(=O)C2CCCN2S(=O)(=O)c2cccc3cccnc23)c(OC)c1 (stereo not given) | 7 | -1.2 | 0 | -1 | 2 | 12 | -3 | 6 | i
COc1ccc(Cl)cc1N1CC(C(=O)Nc2nccs2)CC1=O (stereo not given) | -3 | 0.9 | 0 | -2 | -4 | 10 | 3 | 3 | i
Cc1cc(C)c2c(CN3CCN(Cc4ccc5c(c4)OCO5)CC3)cc(=O)oc2c1 | 4 | -1.4 | -2 | -1 | 22 | -6 | 2 | -3 | i
CN(Cc1cccs1)C(=O)CCc1c[nH]c2ccccc12 | 3 | -0.2 | -6 | 0 | -2 | -8 | 6 | -5 | i
CCCCN(C(=O)CSc1nncn1-c1ccccc1OC)c1c(N)n(Cc2ccccc2)c(=O)[nH]c1=O | -7 | 1.3 | -3 | 0 | -6 | -9 | 0 | -7 | i
Cc1cccc(NC(=O)NCC2CC2)c1 | 4 | -0.7 | -2 | 1 | -2 | -7 | 7 | -6 | i
COc1cc(C)c(Cl)cc1S(=O)(=O)n1cnc2ccccc21 | -2 | -0.1 | -7 | 5 | 18 | 2 | 5 | -9 | i
The results go on:
SMILES | CSN inh | MsrA inhibitor | MsrA act | Rin1-Abl PPI inh | FAS TE block | PABP1 MLLE inh | MT1-MMP act inh | eLon inh | Rpn11 inh
O=C(CSc1nnc(NC(=O)c2ccco2)s1)Nc1ccc2c(c1)OCCO2 | 5 | 3.2 | -5 | 3 | 0 | -2 | 0 | 10 | i
Cc1ccc(C)c(S(=O)(=O)N2CCCC2CNC(=O)C(=O)NCc2ccccn2)c1 (stereo not given) | 3 | 1.9 | -13 | -3 | -4 | 2 | 4 | 0 | i
Cc1cc(N)n(-c2ccc(Cl)cc2)n1 | -14 | 0.7 | -5 | 1 | -5 | -5 | -4 | -10 | i
Cc1ccccc1N(C(=O)CNC(=O)c1cccs1)C(C(=O)NC1CCCC1)c1ccncc1 (stereo not given) | 0 | 0.5 | 2 | 0 | -2 | 5 | -3 | 4 | i
CC(=C/C(=O)O)/C=C/c1cccs1 | -3 | 3.6 | 0 | 1 | -2 | -12 | -2 | -1 | i
Cc1cccc(OCC(=O)NCC(C)(C)N2CCOCC2)c1 | -3 | 0.6 | -1 | 2 | -6 | -7 | -2 | 2 | i
CCOC(=O)c1cnc(SCC(=O)N2CCC(C(N)=O)CC2)nc1N | 0 | 1.1 | -2 | -3 | -3 | 35 | 3 | 5 | i
CC1(C(=O)NCc2ccc(F)c(F)c2)Cc2c(-c3ccccc3)ccnc2O1 (stereo not given) | -1 | x | 0 | -1 | 17 | 5 | -2 | -5 | i
CC(=O)OCc1c(C(F)(F)F)nn(C)c1Sc1ccccc1 | -3 | -0.6 | -1 | -1 | 4 | 6 | 3 | 5 | i
CN(CC(=O)OCC(=O)Nc1ccccc1)S(=O)(=O)c1ccc(Cl)cc1 | -4 | -1.0 | -4 | 1 | 4 | -6 | 1 | -2 | i
O=C(CSc1nnc(CNC(=O)c2cccc(C(F)(F)F)c2)o1)NC1CCCCC1 | 6 | 0.1 | -3 | -1 | -1 | 7 | -3 | -4 | i
Cc1occc1C(=O)Nc1sccc1C(N)=O | 1 | 0.5 | -5 | 3 | 1 | -26 | 1 | -13 | i
N#CC(c1ccc(N)cc1)C(CC(=O)c1ccccc1)c1ccccc1 (stereo not given) | -5 | -0.2 | -2 | -2 | 21 | 8 | 3 | -7 | i
Cc1c(C)c(C)c(S(=O)(=O)N2CCC3(CC2)OCCO3)c(C)c1C | -2 | -0.4 | -1 | 2 | 9 | -9 | 0 | 0 | i
CCc1ccc(NC(=O)c2ccc(F)c(S(=O)(=O)NCC3COc4ccccc4O3)c2)cc1 (stereo not given) | -3 | 0.2 | -5 | -1 | 31 | 9 | -2 | -4 | i
CCCCNC(=O)c1ccc(SCC(=O)N(CC)CC)c([N+](=O)[O-])c1 | -5 | -0.5 | -7 | -5 | 0 | -6 | -3 | -10 | i
CCOC(=O)C1CCCN(C(=O)CSc2nccn2C)C1 (stereo not given) | -1 | -1.0 | 3 | 2 | -4 | 1 | 5 | -2 | i
